# NPY1 pot ag: potentiators or agonists of human neuropeptide Y receptor Y1; P25929; 0.37% of 220,000 active; activation, % at 3.6 µM; NPY-Y1 expressing cells, potentiator/agonist activation; in the data active = activation above about 33%, passing the limit was not always enough;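 note: cells stimulated with NPY at EC10 then isoproterenol at EC100; 0% = low agonist plus stimulus and 100% = saturating agonist plus stimulus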
# Target sequence (P25929 whole entry, looked up): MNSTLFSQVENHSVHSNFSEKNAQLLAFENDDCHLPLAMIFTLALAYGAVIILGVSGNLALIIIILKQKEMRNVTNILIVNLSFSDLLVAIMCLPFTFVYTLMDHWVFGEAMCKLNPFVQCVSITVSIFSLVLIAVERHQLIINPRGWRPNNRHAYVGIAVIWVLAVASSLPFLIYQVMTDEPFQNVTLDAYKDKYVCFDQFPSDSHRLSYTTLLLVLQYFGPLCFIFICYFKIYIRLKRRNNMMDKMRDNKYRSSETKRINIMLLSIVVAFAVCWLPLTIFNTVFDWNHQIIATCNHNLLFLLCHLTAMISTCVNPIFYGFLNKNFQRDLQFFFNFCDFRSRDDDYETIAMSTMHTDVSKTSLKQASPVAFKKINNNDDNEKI
# CHOP inhibitor: CHOP inhibition in unfolded protein response; 3.8% of 220,000 active; inhibition, % at 10 µM; CHO-K1 CHOP-promoter luciferase, tunicamycin-induced, 15-18 h;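 active = compounds that reduced the stress-induced luciferase reporter signal by more than about 70% of percent inhibition, limit read from the data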;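 note: 0% = tunicamycin plus vehicle and 100% = wells without tunicamycin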
# EP2 antag: inhibitors of human EP2 prostaglandin E2 receptor; P43116; C6 glioma cells expressing human EP2, cAMP TR-FRET; cells stimulated with saturating PGE2; inhibition, % at 25 µM; 0.52% of 260,000 active;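 active = percent inhibition above 40 after rounding to a whole number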;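 note: rat C6 glioma host cells with rolipram phosphodiesterase inhibitor present; the protocol text gives 20 µM as final concentration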
# NPY-Y1 antag: NPY-Y1 (human) receptor antagonism. P25929. HEK293-CNG Y1 cells, membrane potential fluorescence; NPY at EC95, then isoproterenol. inhibition, % at 3.6 µM. 1% of 200,000 active;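 active = inhibition above the campaign mean inhibition of all tested compounds plus 3 SD, cut at about 20% in these data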;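 note: 0% = DMSO wells given NPY plus isoproterenol and 100% = isoproterenol alone without NPY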
#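 Benchmarks – high control isoproterenol alone, low control NPY with isoproterenol · Material – HEK293 Y1/CNG channel cell line · Times – dye 3 h, compound 60 min room temperature, stimulation 45 min · Probe or stimulus – NPY (25 nM), isoproterenol (1 µM), Ro 20-1724 (25 µM) · Evaluation – % inhibition of NPY effect · Signal – fluorescence, membrane potential probe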
# EP2 modulator: modulators of human EP2 prostaglandin E2 receptor; EP2-expressing cells, cAMP HTRF FRET, PGE2 co-stimulation; induction, % at 25 µM; 0.83% of 260,000 active;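 active = compounds whose cAMP rise, as percent of the full-agonist control response, exceeds 60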;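 note: rat C6 glioma line stably carrying human EP2 under a CMV promoter; the protocol text gives 20 µM as final concentration; 100% = response of wells given 1 µM PGE2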
# zfTRPN1 agonist: agonists of zebrafish TRPN1 channel; HEK293 zebrafish TRPN1-YFP, Fluo-8 calcium fluorescence; 100% = response to 87 µM carbachol; activation, % at 3 µM; 0.18% of 220,000 active;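 active = activation above its plate's cutoff, the mean activation of test wells on that plate plus 3 SD, cut at about 19% in these data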;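 note: 0% = DMSO alone and 100% = 87 µM carbachol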
#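 Material: zebrafish TRPN1-YFP in HEK293 cells; Doses: single test compound dose, 3 µM nominal, 0.3% DMSO; Timing: dye loading 1 h at 37 °C, then 30 min room temperature; Technique: intracellular calcium fluorescence with Fluo-8; Benchmarks: high carbachol 87 µM, low DMSO alone.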
# TRPML3 agonist: agonists of human TRPML3 channel | Q8TDD5 | HEK293 TRPML3-YFP, Fluo-8 calcium fluorescence; 100% = the carbachol control signal | activation, % at 3 µM | 0.29% of 220,000 active;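 active = activation above its plate's cutoff, the mean activation of the plate's test wells plus 3 SD, cut at about 12% in these data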;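 note: 0% = DMSO only wells and 100% = carbachol wells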
# Target sequence (Q8TDD5 whole entry, looked up): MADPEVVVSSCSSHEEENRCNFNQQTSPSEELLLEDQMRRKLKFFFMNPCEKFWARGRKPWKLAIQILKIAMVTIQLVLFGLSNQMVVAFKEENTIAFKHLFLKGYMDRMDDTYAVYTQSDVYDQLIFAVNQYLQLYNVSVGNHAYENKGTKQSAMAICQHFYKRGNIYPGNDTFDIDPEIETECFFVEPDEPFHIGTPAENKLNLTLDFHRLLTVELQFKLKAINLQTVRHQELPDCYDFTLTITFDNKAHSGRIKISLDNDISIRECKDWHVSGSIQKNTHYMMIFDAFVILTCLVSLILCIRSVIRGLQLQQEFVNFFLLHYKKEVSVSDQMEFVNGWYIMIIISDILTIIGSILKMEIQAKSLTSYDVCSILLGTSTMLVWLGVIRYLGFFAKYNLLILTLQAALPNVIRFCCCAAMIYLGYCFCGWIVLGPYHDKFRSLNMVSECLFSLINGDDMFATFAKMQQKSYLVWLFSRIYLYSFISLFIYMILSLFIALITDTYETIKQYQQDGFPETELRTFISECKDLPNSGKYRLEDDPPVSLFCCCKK
#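 Material: TRPML3-YFP stable HEK293 cells | Dosing: One concentration, 3 µM nominal, 0.3% DMSO | Timing: 125 s total fluorescence read per well | Technique: Fluo-8 calcium dye fluorescence, ex 470-495, em 515-575 nm | Measure: Percent activation from peak-to-basal fluorescence ratio, scaled between DMSO and carbachol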
# PPC-1+TRAIL kill: kills PPC-1 cancer cells in the presence of TRAIL; cell killing (% activity), % at 4 µM; PPC-1 cells + TRAIL, ATPLite viability luminescence; 0.41% of 220,000 active; AID 1443;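 active = cell killing above 50% in the first pass at 4 µM, then a duplicate retest at 5 µM averaging 50% or more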;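 note: plate controls were cells with TRAIL plus DMSO for no effect and medium-only wells lacking cells for full effect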
# 14-3-3 Bad inh: disrupts binding of bovine 14-3-3 zeta to phospho-Bad peptide; P63103; TR-FRET 14-3-3zeta/Dy647-pBad peptide displacement, 1 h; inhibition, % at 21.7 µM; 0.71% of 220,000 active; AID 781;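 active = inhibition above about 70%, limit read from the data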;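 note: 0% = full 14-3-3 plus peptide FRET controls and 100% = background without 14-3-3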
# An asterisk follows results filed as active; nt = not tested or not shown; & = joins results of further samples; [ ] = another dose, or the depositor's remark.
SMILES,NPY1 pot ag,CHOP inhibitor,EP2 antag,NPY-Y1 antag,EP2 modulator,zfTRPN1 agonist,TRPML3 agonist,PPC-1+TRAIL kill,14-3-3 Bad inh
CCn1c(=S)[nH]c2cc(C(=O)O)ccc21,2,10,12,0,29,2.2,0.8,25,-11
COC(=O)Cn1cc([N+](=O)[O-])nc1C,9,1,8,1,24,1.8,1.0,nt,-12
N/C(=N\NC(=O)c1cccs1)c1cc2cc(Cl)ccc2oc1=O,1,5,5,nt,-15,0.5,0.5,0,-7
CC(=O)Nc1nc(SCc2cccc3ccccc23)n[nH]1,-27,41,5,4,-4,-0.8,-0.5,3,12
COc1ccc(-c2cc(C(=O)Nc3c(C)n(C)n(-c4ccccc4)c3=O)no2)cc1,-4,4,7,2,19,0.9,0.5,10,-4
Nc1nnc(CCOc2ccc(Cl)cc2)s1,-11,9,5,-5,-27,0.8,0.7,3,-1
N#Cc1c(NC(=O)c2ccc(Cn3cc(Br)cn3)o2)sc2c1CCCCCC2,-11,39,6,-3,6,-0.7,1.1,15,-17
COCCN(CC(=O)Nc1cccc(C)c1)S(=O)(=O)c1ccc(S(=O)(=O)N2CCCC2)cc1,26,4,10,-5,-4,1.8,0.2,12,-6
O=C(CSc1nnc(NC(=O)C2CC2)s1)NCc1ccco1,5,10,3,2,14,1.1,0.3,39,22[fluorescence artefact?]
COC(=O)CSC(C(=O)Nc1ccc(C)c(C)c1)c1ccccc1 (configuration not stated),-10,-11,6,-2,14,0.2,0.1,20,6
Cc1ccc2c(c1)C(=O)C(=O)N2CC(=O)Nc1ccccc1NC(=O)c1ccccn1,-10,-20,8,nt,-7,-1.0,0.1,-7,-1
O=C(Oc1ccc(-c2ccccc2)cc1)N1CCCCC1,-24,49,6,-3,15,0.1,0.1,-6,3
CCN1CCN(C(c2cccs2)C(C)NC(=O)c2cccc(OC)c2OC)CC1 (configuration not stated),-3,24,7,1,-15,1.9,0.4,-15,-8
CCN(Cc1nc2ccccc2c(=O)[nH]1)Cc1cc(=O)oc2cc(C)c(C)cc12,-8,nt,16,0,nt,0.2,-0.6,nt,nt
N/C(COc1ccc(C(=O)O)cc1)=N\O,-11,10,16,5,13,-0.2,1.0,1,61
Cc1cc(OCCN2CCOCC2)ccc1[N+](=O)[O-],4,40,5,0,-2,0.8,0.4,0,39[fluorescence artefact?]
COc1ccc(CN2CCN(CCc3ccccc3)C(CCO)C2)cc1Cn1cncn1 (configuration not stated),-6,1,7,4,1,-1.0,0.1,16,5
Cc1cccc(Cc2c(C)[nH]c(=O)c(C#N)c2C)c1,-2,7,4,12,33,0.0,0.6,-12,-5
Cc1noc(C)c1S(=O)(=O)N(C)CC(=O)NCc1ccccc1,8,-22,3,-1,10,-0.3,0.8,10,6
CCOC(=O)c1c(N)sc(C(O)(C(F)(F)F)C(F)(F)F)c1-c1ccc(Cl)cc1,6,98*,5,-4,50,0.3,0.9,-21,36
Cc1ccc(NC(=O)C(=O)NCCN2CCN(S(C)(=O)=O)CC2)cc1C,5,13,1,0,-11,-0.4,0.7,12,-14
COc1ccc(C(=O)Nc2nnc(-c3ccco3)s2)cc1,37,107*,35,7,23,1.4,1.0,46,10
COc1cc(/C=c2\s/c(=C\C(=O)C(C)(C)C)[nH]c2=O)cc(OC)c1OC,-9,-9,8,4,-48,2.1,-0.1,-2,-5
COCCNC(=O)/C(C#N)=C/c1ccc(OCC(=O)NC2CCCCC2)cc1,9,-19,4,0,-38,-0.6,0.9,10,-1
Cc1nc2ccccn2c1/C(O)=C1\C(=O)C(=O)N(CCN2CCOCC2)C1c1cccs1 (configuration not stated),-5,11,11,5,24,2.3,0.7,6,-11

# Compounds from the list above with a COOH group:
SMILES,NPY1 pot ag,CHOP inhibitor,EP2 antag,NPY-Y1 antag,EP2 modulator,zfTRPN1 agonist,TRPML3 agonist,PPC-1+TRAIL kill,14-3-3 Bad inh
CCn1c(=S)[nH]c2cc(C(=O)O)ccc21,2,10,12,0,29,2.2,0.8,25,-11
N/C(COc1ccc(C(=O)O)cc1)=N\O,-11,10,16,5,13,-0.2,1.0,1,61

# Next compounds follow.
SMILES,NPY1 pot ag,CHOP inhibitor,EP2 antag,NPY-Y1 antag,EP2 modulator,zfTRPN1 agonist,TRPML3 agonist,PPC-1+TRAIL kill,14-3-3 Bad inh
COc1ccc(/C=C2/C(=O)N=C3SCCN32)cc1,-11,-13,13,6,11,-0.6,0.6,9,7
CCOC(=O)c1ncn2c1CN(C)C(=O)c1cc(F)ccc1-2,-15&2,2&4&8,14&13,6&-1,24&17,0.4&-0.2,0.5&0.7,-4&30,-1&-6
Cc1ccc2nc(SCC(=O)Nc3ccc(C)c([N+](=O)[O-])c3)[nH]c2c1,-8,59,14,2,1,-1.3,-0.2,8,-7[fluorescence artefact?]
Cc1nonc1OCCn1c([N+](=O)[O-])cnc1C,0,6,6,2,34,1.0,0.6,8,-10
COc1ccc(S(=O)(=O)Nc2ccc(NC(C)=O)cc2)cc1[N+](=O)[O-],9,6,2,-3,17,0.0,-0.1,7,-10
CC(C)N1C(=O)CC(Nc2ccc(N3CCOCC3)cc2)C1=O (configuration not stated),1,17,8,0,-8,-1.1,0.7,1,-1
CCOC(=O)c1c(C)[nH]c(C)c1C(=O)CSc1nnc(-c2ccncc2)n1Cc1ccccc1,-13,0,21,2,14,-0.7,0.7,18,18[fluorescence artefact?]
Cc1nc(SCc2ccc(C(=O)O)cc2)c2c(C)c(C)sc2n1,0,8,3,nt,40,0.6,0.6,-13,-4
Cc1nc(CS(=O)(=O)c2ccc(Cl)cc2)cc(N2CCOCC2)n1,2,-14,10,1,7,1.0,0.6,10,-10
Cc1ccc(C)c(N2CCN(S(=O)(=O)c3ccc4c(c3)CCN4C(=O)CCC(=O)O)CC2)c1,2,38,13,6,16,0.8,0.1,10,-2
Cc1cccc2cc(CN(C(=O)c3cnccn3)C3CCCCC3)c(Cl)nc12,-11,51,0,3,49,-1.0,-0.9,3,-2
O=C1N/C(=N\N=C\c2ccccn2)SC1Cc1cccc(SC(F)F)c1 (configuration not stated),-1,51,9,3,-7,0.8,1.4,18,-2
O=S(=O)(c1ccc(Cl)cc1)c1ccccn1,12,12,10,0,-9,0.1,0.3,7,6
COc1cc(S(=O)(=O)N2CCN(C(=O)c3ccccc3F)CC2)c(OC)cc1NC(C)=O,-1,8,9,1,-6,-0.8,0.2,-12,-20[fluorescence artefact?]
COc1ccccc1N1CCN(Cc2ccc(OC)c3ccccc23)CC1,-71,54,0,13,23,-2.2,-1.3,20,37
Cc1ccc2[nH]c(O)c(N=O)c2c1,2,-9,14,nt,-2,-0.4,-0.4,6,-7
O=C(CSc1n[nH]c(-c2ccco2)n1)N1c2ccccc2Sc2ccccc21,3,31,5,-3,1,-2.8,-0.9,5,17
COc1ccccc1NC(=O)Cn1c2ccccc2c2nc3n(c(=O)c21)CCS3,-11,17,9,6,-37,-0.4,-0.7,-26,9
CC(=O)c1ccc(NC(=O)C2CCCN(C(=O)c3ccc(Cl)cc3)C2)cc1 (configuration not stated),19,4,2,-8,-61,3.8,1.5,16,-5
C=CC(=C)CC(NC)c1ccccc1 (configuration not stated),2,24,5,-2,1,2.2,0.9,11,31
Cn1c(=O)c2c(SCC(=O)NCCc3ccccc3)nc(C3CC3)nc2n(C)c1=O,-23,7,5,nt,22,0.5,0.7,0,3
COC(=O)c1ccccc1NC(=O)CN1CCC(C(=O)c2ccc3c(c2)OCCO3)CC1,-12,51,2,2,4,0.1,0.5,12,1
Cc1nnsc1SCC(=O)O,6,-14,6,5,32,1.7,1.4,6,29
Cc1ccc(-n2c(CC#N)n[nH]c2=S)c(C)c1,6,15,5,nt,-10,0.4,1.0,14,-4
C=CCN(C(=O)CNC(=O)c1ccco1)C(C(=O)NC1CCCC1)c1cccs1 (configuration not stated),2,7,-1,2,13,-0.9,-0.1,14,-8
SMILES,NPY1 pot ag,CHOP inhibitor,EP2 antag,NPY-Y1 antag,EP2 modulator,zfTRPN1 agonist,TRPML3 agonist,PPC-1+TRAIL kill,14-3-3 Bad inh
CCOC(=O)c1nc(S(C)(=O)=O)ncc1N1CCOCC1,11,-5,17,1,-7,1.6,0.9,3,1
COc1ccc(NC(=O)CSc2nccn2-c2cccc(OC)c2)cc1,10,-17,12,-1,-22,-0.6,0.2,5,6
O=C(COC(=O)c1ccc(=O)n(Cc2ccccc2)n1)Nc1ccc2c(c1)OCCO2,1,20,15,0,-31,-0.6,-0.2,2,4[fluorescence artefact?]
CCN1CCc2c(C#N)c(N3CCOCC3)nc(NCCO)c2C1,10,-7,17,3,7,0.0,-0.1,1,3
CN(C)CCCOc1cccc(Oc2ccccc2)c1,-19,-8,6,0,20,1.5,1.2,9,58[fluorescence artefact?]
O=C(c1ccco1)N(Cc1ccccc1)c1cccc([N+](=O)[O-])c1,0,7,10,4,27,-0.9,-0.6,15,9
COC(=O)c1sc2ncccc2c1OCc1ccccc1Cl,-34,61,4,12,38,-1.2,-1.0,15,-19
O=C(Cc1cccs1)NNC(=S)NCc1ccco1,6,-1,2,1,8,0.1,0.2,3,-1
O=c1c2c(nc3cc(-c4ccccc4)[nH]n13)CCS2,13,-28,nt,-3,-4,1.6,0.7,14,-22
COC(=O)c1ccc2c(=O)n(CCCCCC(=O)NC(C)C)c(=O)[nH]c2c1,-2,4,11,2,30,-0.5,-0.1,12,-8
Cc1csc(SCC(=O)N(C)CC(=O)Nc2ccc(F)cc2)n1,-13,5,10,9,-9,0.5,0.2,-4,5
COc1cc2c(cc1OC)C(C)N(C(=O)c1ccc(Br)o1)CC2 (configuration not stated),-10,4,5,-5,-14,1.9,0.4,-4,-3
Cc1cccc2sc(NNC(=O)c3cc(-c4cccs4)nc4ccccc34)nc12,-15,6,11,4,-50,0.2,0.7,9,-11
Nc1n[nH]c(N)c1N=Nc1ccc(Cl)cc1Cl,13,30,16,-4,-59,-0.7,-0.2,34,-7
CCC(=O)N(CC)c1nc(-c2ccc(OC)cc2)cs1,7,24,4&7,11,11&12,-1.6,-0.6,16,68
COc1ccc([N+](=O)[O-])cc1NC(=O)C(C)Sc1ccccc1 (configuration not stated),14,17,6,-1,29,-3.0,-0.6,6,-3
O=C(NC1CCCC1)C(c1ccc(O)cc1)N(CC1CCCO1)C(=O)C1COc2ccccc2O1 (configuration not stated),-21,16,-3,10,5,-0.4,-0.9,9,nt
O=C(c1ccccc1)c1ccc2c(c1)OCCOCCOCCOCCO2,4,16,11,nt,-3,1.8,0.4,42,5
Cc1ccc2oc(=O)n(CCOc3ccccc3Cl)c2c1,-30,93*,9,11,42,-0.8,0.2,-8,4
COc1ccc(/C(O)=C2/C(=O)C(=O)N(CCN(C)C)C2c2ccccc2)cc1Cl (configuration not stated),-17,-6,16,-1,28,1.6,1.0,15,2

# Screening data (PubChem BioAssay)

# This is a subset; rates above refer to the full screens.
